Bioassay records (PubChem)
PglD inh: PglD (C. jejuni) enzyme inhibition; purified PglD enzyme, DTNB colorimetric CoA detection; inhibition, % at 12.5 µM; 360,000 tested, 0.098% active; AID 602405; in the data active = inhibition above about 16%, passing the limit was not always enough; also: strong numbers were not always called active
ERAP1 HTS inh: inhibitors of human ERAP1 aminopeptidase. Q9NZ08. recombinant ERAP1, Leu-AMC fluorescence, 60 min. inhibition, % at 10.7 µM. 340,000 tested, 0.15% active. AID 652197;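 active = mean replicate inhibition of at least 30%, or all replicates individually reaching that 30% level; inactive = mean below 30% and not every replicate reaching it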;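 also: 0% = neutral control wells and 100% = L-leucinethiol positive control wells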
Target sequence (Q9NZ08 whole entry, looked up): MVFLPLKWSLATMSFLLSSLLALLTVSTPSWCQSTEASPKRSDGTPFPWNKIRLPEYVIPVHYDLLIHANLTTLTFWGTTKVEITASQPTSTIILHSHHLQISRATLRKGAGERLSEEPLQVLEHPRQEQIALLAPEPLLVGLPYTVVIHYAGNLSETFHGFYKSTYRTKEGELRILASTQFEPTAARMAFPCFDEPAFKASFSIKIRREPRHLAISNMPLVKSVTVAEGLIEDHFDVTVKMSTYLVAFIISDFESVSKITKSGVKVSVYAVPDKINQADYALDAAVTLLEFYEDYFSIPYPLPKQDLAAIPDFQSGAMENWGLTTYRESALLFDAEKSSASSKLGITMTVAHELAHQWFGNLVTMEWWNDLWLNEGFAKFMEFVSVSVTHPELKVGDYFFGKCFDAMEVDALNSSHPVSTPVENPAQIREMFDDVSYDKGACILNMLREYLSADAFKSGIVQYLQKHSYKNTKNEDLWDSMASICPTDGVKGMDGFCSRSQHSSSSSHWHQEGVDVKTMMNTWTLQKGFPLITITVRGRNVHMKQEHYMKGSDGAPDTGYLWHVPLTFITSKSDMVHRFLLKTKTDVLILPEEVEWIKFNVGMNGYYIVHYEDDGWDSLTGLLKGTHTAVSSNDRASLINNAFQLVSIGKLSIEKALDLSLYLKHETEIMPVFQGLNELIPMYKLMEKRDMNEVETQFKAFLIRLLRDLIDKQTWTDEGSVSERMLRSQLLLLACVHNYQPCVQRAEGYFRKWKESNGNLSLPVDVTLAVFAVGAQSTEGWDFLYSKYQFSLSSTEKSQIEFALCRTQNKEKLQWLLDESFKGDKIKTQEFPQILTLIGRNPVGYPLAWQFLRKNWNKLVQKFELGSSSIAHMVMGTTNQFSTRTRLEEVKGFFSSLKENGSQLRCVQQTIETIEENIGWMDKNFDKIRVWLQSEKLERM
LGR2 inh: inhibitors of bursicon-induced Drosophila LGR2 receptor cAMP signaling; HEK293 LGR2, CRE-luciferase, bursicon-stimulated, 4 h; inhibition, % at 9.99 µM; 380,000 tested, 0.35% active; AID 720647;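 active = drop in luminescence signal, shown as inhibition above about 50% in the replicate tests, limit read from the data, passing the limit was not always enough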;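 also: agonist challenge used bursicon conditioned medium at about half maximal strength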
PAX8 inh HTS: inhibitors of PAX8 transcriptional activity in RMG-I cells; RMG-I TPO-luciferase reporter, SteadyGlo, 24 h; inhibition, % at 12.6 µM; 360,000 tested, 1.2% active; AID 652154;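 active = mean replicate inhibition at least 60% with every replicate also reaching 60%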;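 also: luciferase light reporting Pax8 driven TPO promoter activity; plate controls were median of neutral control wells for no effect and mitoxantrone controls for full effect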
FN deposition inh: fibronectin deposition inhibition. AH1F fibroblasts, Alexa488-fibronectin deposition fluorescence, overnight. inhibition, % at 12.6 µM. 350,000 tested, 0.086% active. AID 743247;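 active = mean inhibition across replicates of 30% or more, regardless of how many single replicates reach that level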;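 also: positive control wells lacked labelled fibronectin entirely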
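Material: AH1F fibroblast monolayer depositing Alexa488-labelled fibronectin into matrix / Amount: 10000 AH1F cells per well / Signal: fluorescence 485/525 nm / Medium: DMEM, 2% serum / Compound: single dose, pinned / Incubation: 1 h cell adhesion before compound, then overnight fibronectin incubation / Reagent: Alexa488-FN, 24 nM final / Read-out: inhibition of fibronectin deposition signal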
PGC1a acetyl inh: lowers PGC1a acetylation signal in U2OS cells; inhibition, % at 15.6 µM; AlphaScreen anti-acetyl-lysine; with virally co-expressed GCN5 acetyltransferase; AID 651687; 350,000 tested, 0.17% active;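 active = every replicate shows inhibition of at least 40%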;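 also: 0% = neutral control wells and 100% = positive control wells; some results beyond the cut were filed as inactive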
EWS-Fli inh: EWS/Fli transcriptional activity inhibition; A673 NR0B1-luciferase reporter, viability-normalised; inhibition, % at 12.6 µM; 350,000 tested, 0.67% active; AID 651661;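 active = mean inhibition of at least 50% after viability correction, with every replicate also passing that limit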;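 also: firefly luciferase signal divided by Alamar Blue viability fluorescence both relative to DMSO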
S100A4 inh HTS: S100A4-myosin IIA interaction inhibition; P26447; S100A4/TAMRA-MyoIIA peptide fluorescence polarization; inhibition, % at 10.7 µM; 360,000 tested, 0.14% active; AID 652163;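 active = mean inhibition of at least 70% across replicates, with every replicate also reaching that level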
Target sequence (P26447 whole entry, looked up): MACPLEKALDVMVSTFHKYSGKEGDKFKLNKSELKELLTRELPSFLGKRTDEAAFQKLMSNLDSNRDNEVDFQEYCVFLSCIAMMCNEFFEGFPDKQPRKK
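Test system – S100A4 monomer (human) · Compound – single-point compound testing · Schedule – 5 min incubation before reading · Probe or stimulus – TAMRA-labelled myosin IIA heavy-chain peptide probe, 5 nM · Benchmarks – neutral control DMSO, positive control TFP · Medium – Calcium-containing HEPES buffer, pH 7.2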
Numbers without * were called inactive; x = not tested or not shown. Rows were taken by chance; overall some 2.1% were active at least once.

Molecule	S100A4 inh HTS	LGR2 inh	PglD inh	ERAP1 HTS inh	EWS-Fli inh	FN deposition inh	PAX8 inh HTS	PGC1a acetyl inh
O=C1C2(CCC13COC(c1ccc(O)cc1)OC3)COC(c1ccc(O)cc1)OC2 (stereo not given)	x	-3	-2	x	x	4	x	-26
Cc1cc(C)c2cc(C#N)c(NCCCNC(=O)c3ccncc3)nc2c1	-1	-8	x	1	3	1	5	-18
CN(C)C(=O)CCc1ccc2c3c([nH]c2c1)[C@]1(C)[C@@H](C(=O)N2CCCCC2)C[C@H](CC(=O)NCc2ccco2)C(=O)N1CC3	-1	x	3	0	1	13	1	-6
C[C@@H]1CN([C@H](C)CO)C(=O)Cc2cc(NC(=O)Nc3cccc4ccccc34)ccc2O[C@@H]1CN(C)Cc1ccncc1	-4	-3	-4	3	x	x	29	4
CC1=C(C(N)=O)C(c2ccccc2)n2nc(-c3cccs3)nc2N1 (stereo not given)	3	16	3	-2	0	-4	-8	x
CO[C@@H]1CN(C)C(=O)c2cc(NC(=O)Nc3ccccc3F)ccc2OC[C@@H](C)NC[C@@H]1C	-48	-14	-4	-5	-13	11	x	10
C[C@@H]1CN([C@@H](C)CO)C(=O)c2cc(/C=C/c3ccccc3)cnc2O[C@@H]1CN(C)C(=O)c1ccc2c(c1)OCO2	12	-7	2	0	-7	x	14	17
COc1ccc(OCc2nnc(SCC(=O)NC3CC4CCC3C4)o2)cc1 (stereo not given)	-4	-10	1	-4	-17	1	-15	-15
C[C@@H](NC(=O)C[C@@H]1CC[C@H](NC(=O)Nc2ccc3c(c2)OCO3)[C@@H](CO)O1)c1ccccc1	7	-3	2	3	8	-2	2	-7
O=C(NCCN1C(=O)C2C3C=CC(C3)C2C1=O)Nc1ccccc1 (stereo not given)	0	22	0	-1	-5	-5	-24	4
CC1(c2ccc3c(c2)OCCO3)NC(=O)N(CC(=O)Nc2ccccc2F)C1=O (stereo not given)	3	-5	-1	1	-7	1	-2	-13
N#Cc1ccccc1Cn1c(=O)n(-c2ccc(CC(=O)NCc3ccco3)cc2)c(=O)c2sccc21	0	-14	1	x	19	-9	16	-15
COCC(=O)Nc1nnc(COc2ccccc2)s1	x	x	4	x	x	0	-7	-10
COCCN(C(=O)COC(=O)CCOc1ccccc1)c1c(N)n(Cc2ccccc2)c(=O)[nH]c1=O	-3	11	3	13	7	-12	-1	x
CC(C)c1ccc(NC2=CC(=O)CC(C)(C)C2)cc1	-5	-12	1	-4	-9	-6	-8	1
C/C=C/c1ccccc1[C@H]1[C@@H](C#N)N(C(=O)NC2CCCCC2)[C@H]1CO	6	3	x	-1	3	-3	x	-30
C[C@H](CO)N1C[C@H](C)[C@H](CN(C)S(C)(=O)=O)Oc2ccc(NS(=O)(=O)c3ccccc3)cc2C1=O	-1	-15	5	3	3	x	x	7
CCn1c(=O)n(CC)c2cc(N3CCCC3)c(NC(=O)c3cccc(Cl)c3)cc21	-5	10	-2	-1	8	0	4	-5
Cc1cccc(CC2SC(N)=NC2=O)c1 (stereo not given)	-3	4	x	1	-10	10	6	1
CN1CCN(C(=O)C[C@@H]2CC[C@H](NS(=O)(=O)c3cccc(F)c3)[C@H](CO)O2)CC1	2	1	0	1	-6	-2	-13	2
Cc1ccc(S(=O)(=O)Nc2ccc3c(c2)C(=O)N([C@@H](C)CO)C[C@H](C)[C@@H](CN(C)S(C)(=O)=O)O3)cc1	-7	-16	-1	-3	-4	-6	x	6
CN(C(=O)CSc1nnc(COc2ccccc2F)n1N)C1CCCCC1	1	-5	1	1	1	7	0	x
CCOC(=O)C(C)Oc1cccc2c(=O)n(CC(=O)NCCc3ccccc3)ccc12 (stereo not given)	0	11	x	-1	-3	4	6	2
O=c1[nH]oc(O)c1-c1ncc(C(F)(F)F)cc1Cl	-4	8	x	10	-2	x	-5	x
Cc1ccc(S(=O)(=O)N2CC[C@@H]3[C@H](CO)Nc4ccc(Br)cc4[C@@H]32)cc1	8	23	1	0	7	6	-20	2
CCOC(=O)C1=CCN(S(=O)(=O)c2ccc(Br)cc2)C1c1cccc(C)c1 (stereo not given)	-4	15	0	2	2	7	6	-9
Cc1cccc(Nc2c(F)c(F)c(F)c(F)c2C(=O)O)c1	-7	14	x	3	2	-1	3	12
c1cncc(-c2ccc3ncnc(NCc4ccc5c(c4)OCO5)c3c2)c1	-2	-38	4	-1	13	-1	-31	x
COc1ccc(-c2ccc(CN3C(C(C)C)C(=O)N(Cc4cn(CC5CCCCC5)nn4)CCS3(=O)=O)cc2)cn1 (stereo not given)	-3	0	-5	-2	3	2	-20	-1
O=C(CSc1nnnn1-c1ccccc1)NCC1(N2CCCCC2)CCCCC1	-6	6	-7	-5	-8	-4	1	2
Nc1ccn(CC(=O)NCc2ccccc2)c(=O)n1	-3	-27	7	-7	-3	6	-4	x
COc1cc(O)c(C(CC(=O)N2CCN(c3ccccc3)CC2)c2ccc(N(C)C)cc2)c(OC)c1 (stereo not given)	-9	21	-3	x	-9	17	-10	-6
C[C@@H]1CN([C@@H](C)CO)C(=O)c2cccc(NS(=O)(=O)c3cn(C)cn3)c2O[C@@H]1CN(C)Cc1ccc(C(=O)O)cc1	-33	7	-1	2	-3	x	x	5
C=CCC(C(=O)OC)(C(=O)OC)c1ccc([N+](=O)[O-])cc1[N+](=O)[O-]	-3	-6	x	9	3	2	5	-1
Clc1cncc(Cl)c1N/N=C/c1ccncc1	15	22	-4	1	-8	8	-2	32
COc1ccc(N2C(=O)c3ccccc3NC2c2ccccc2O)cc1 (stereo not given)	-2	1	2	9	-6	-12	-78	x
CCCOC(=O)C(C)n1cnc2sc(C)c(C)c2c1=O (stereo not given)	x	x	-4	x	x	5	-14	-2
CC1=C[C@@H](C)[C@@H](c2ccc(C(F)(F)F)cc2)OC1=O	0	14	4	-1	-5	-2	5	-13
COc1ccc(NC(=O)N(C)C[C@H]2Oc3ccc(NS(=O)(=O)c4ccc(Cl)cc4)cc3CC(=O)N([C@H](C)CO)C[C@H]2C)cc1	10	25	-1	4	3	x	0	-15
Cc1cccc(S(=O)(=O)N2CCCCN3[C@H](C2)[C@@H](c2ccc(-c4ccccc4)cc2)[C@@H]3CO)c1	1	x	8	2	9	x	1	0

Molecules from the list above containing an aryl thioether with sulfur outside any ring, in the order listed:
Molecule	S100A4 inh HTS	LGR2 inh	PglD inh	ERAP1 HTS inh	EWS-Fli inh	FN deposition inh	PAX8 inh HTS	PGC1a acetyl inh
COc1ccc(OCc2nnc(SCC(=O)NC3CC4CCC3C4)o2)cc1 (stereo not given)	-4	-10	1	-4	-17	1	-15	-15
CN(C(=O)CSc1nnc(COc2ccccc2F)n1N)C1CCCCC1	1	-5	1	1	1	7	0	x
O=C(CSc1nnnn1-c1ccccc1)NCC1(N2CCCCC2)CCCCC1	-6	6	-7	-5	-8	-4	1	2

Carrying on:
Molecule	S100A4 inh HTS	LGR2 inh	PglD inh	ERAP1 HTS inh	EWS-Fli inh	FN deposition inh	PAX8 inh HTS	PGC1a acetyl inh
CCOC(=O)N1CCC(NC(=O)C2CCCN(Cc3nc(-c4ccc(CC)cc4)oc3C)C2)CC1 (stereo not given)	-3	10	x	1	x	1	58	x
C[C@H]1CN([C@@H](C)CO)C(=O)Cc2cc(NC(=O)Nc3ccccc3)ccc2O[C@H]1CN(C)Cc1ccncc1	x	12	x	x	1	x	-6	1
COC(=O)C(N)CCCCN (stereo not given)	4	x	-2	1	-1	x	x	2
COc1cccc(CNC(=O)[C@@H]2CCCN2C(=O)[C@H]2CCCCN2C(=O)c2ccc(Cl)cc2)c1	-9	9	x	x	2	3	4	x
O=C(Cc1ccccc1)N1CC(=O)N2[C@H](CO)[C@H](c3ccc(C#Cc4ccccc4)cc3)[C@H]2C1	4	3	x	0	x	x	x	-8
Clc1cccc(CN2CCC3CC2c2cc(N4CCCCC4)ccc23)c1 (stereo not given)	12	8	0	x	-12	-2	3	-8
CCSc1nc2sc3c(c2c(=O)n1CC)CCC3	-5	-18	7	1	9	6	4	7
CCOC(=O)C1=C(C)NC(=O)NC1c1ccccc1 (stereo not given)	-3	7	-1	-2	-11	4	-7	1
C=CCNc1nc(NCc2ccccc2)nc(OCC)n1	4	-4	1	3	-12	-4	-7	x
CC(=O)C(=Cc1ccc(-c2ccccc2)cc1)C(=O)c1ccccc1	-4	8	x	10	-7	-8	-12	x
Cc1ccc(S(=O)(=O)N2CCOCC2)cc1C(=O)NC(C)CCc1ccccc1 (stereo not given)	1	0	1	-1	-2	2	-5	x
CCCNC(=O)C[C@H]1C[C@@H]2c3cc(NC(=O)Nc4ccc(OC)cc4)ccc3O[C@@H]2[C@@H](CO)O1	3	12	0	-5	7	-8	-1	-8
COC(=O)C[C@H]1CC[C@@H]2[C@@H](COc3ccc(NC(=O)Nc4ccccc4C)cc3C(=O)N2C)O1	-7	6	1	-4	-2	-6	10	-16
COc1ccc(C(=O)NC(=S)Nc2cccc3nc(C)ccc23)cc1OC	-9	21	2	0	8	-2	21	14
COc1ccc2c3c([nH]c2c1)[C@H](CO)N(Cc1nccs1)CC31CN(Cc2nccs2)C1	-5	2	x	6	-4	x	-21	1
CCOc1cc(N2CCOCC2)c(OCC)cc1NC(=O)c1ccco1	-10	14	x	-5	7	x	14	x
Cc1c(OC(C)C(=O)N2C[C@H]3C[C@@H](C2)c2cccc(=O)n2C3)ccc2c3c(c(=O)oc12)CCC3 (stereo not given in full)	-1	-6	2	0	5	x	x	-8
Cc1cccc(NC(=O)c2cc(=O)n(Cc3ccccc3)c(=O)[nH]2)c1	-6	-3	x	2	-8	2	0	x
CC(C)Nc1nc(-c2ccncc2)nc(-c2ccccc2)c1C#N	-3	-19	-2	0	13	5	13	-5
CCCCCn1nc(C(=O)OCc2nc(N)nc(Nc3ccccc3)n2)c2ccccc2c1=O	-6	-15	6	2	5	-2	x	9

Part of the list above in another layout.
Below each compound – S100A4 inh HTS | LGR2 inh | PglD inh | ERAP1 HTS inh | EWS-Fli inh | FN deposition inh | PAX8 inh HTS | PGC1a acetyl inh
- C=CCNc1nc(NCc2ccccc2)nc(OCC)n1
    4 | -4 | 1 | 3 | -12 | -4 | -7 | x
- CO[C@@H]1CN(C)C(=O)c2cc(NC(=O)Nc3ccccc3F)ccc2OC[C@@H](C)NC[C@@H]1C
    -48 | -14 | -4 | -5 | -13 | 11 | x | 10

More structures follow:
Molecule	S100A4 inh HTS	LGR2 inh	PglD inh	ERAP1 HTS inh	EWS-Fli inh	FN deposition inh	PAX8 inh HTS	PGC1a acetyl inh
COc1ccc(S(=O)(=O)N(C)C[C@H]2Oc3c(NS(=O)(=O)c4c(C)noc4C)cccc3C(=O)N([C@H](C)CO)C[C@H]2C)cc1	-16	4	-3	1	-3	x	-23	8
Cc1ccc2c(cnn2C(=O)CCC(=O)NCc2cccc(Cl)c2)c1	0	1	1	3	0	14	-20	x
CC1(C(=O)NS(=O)(=O)c2ccc(Cl)cc2)CCN1C(=O)c1ccc(C2CCCCC2)cc1 (stereo not given)	-3	-28	3	-2	17	-13	3	-11
O=C(NCCC(=O)N1CCN(C(=O)c2ccco2)CC1)c1ccccc1Cl	7	-3	2	-7	8	12	0	6
Cc1ccc(C(=S)N2CCCCCC2)cc1	-3	-5	-3	1	13	-5	18	3
O=C(Nc1cc(Cl)ccc1-n1cncn1)c1cccc(S(=O)(=O)N2CCOCC2)c1	-2	-11	x	-2	-15	-4	2	-2
